Bfl-1 Bim block = disrupts Bim binding to human Bfl-1. 0.12% of 190,000 active. Bead-based flow cytometry, Bim-Bfl-1 binding inhibition. inhibition, % at 10 µM;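 also: 0% = wells without compound plus tracer and 100% = blocker peptide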
HRas wt GTP = modulators of GTP binding to human HRas wildtype. 0.14% of 190,000 active. GST-Ras wt beads, Bodipy-FL-GTP binding, flow cytometry; actives lie on both sides. GTP binding activity, % at 10 µM. P01112. AID 759;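 active = GTP binding activity at least 20% away from the 100% baseline, either lowered as inhibitor or raised as activator; inconclusive = flagged as likely green fluorescent, judged across all proteins in the well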;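 also: 0% = unlabeled GTP competition control and 100% = no-compound control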
Target sequence (P01112 whole entry, looked up): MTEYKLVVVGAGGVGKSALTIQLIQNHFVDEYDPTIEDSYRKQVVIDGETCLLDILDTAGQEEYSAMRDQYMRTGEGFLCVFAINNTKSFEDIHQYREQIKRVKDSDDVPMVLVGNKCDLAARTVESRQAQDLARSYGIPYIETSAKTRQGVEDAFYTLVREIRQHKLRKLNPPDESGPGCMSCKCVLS
Bim-Bcl-XL = human Bim-Bcl-XL interaction inhibition; 0.04% of 190,000 active; inhibition, % at 10 µM; AID 1007; Bim peptide-Bcl-XL binding, bead flow cytometry, fluorescence; Q07817
Target sequence (Q07817 whole entry, looked up): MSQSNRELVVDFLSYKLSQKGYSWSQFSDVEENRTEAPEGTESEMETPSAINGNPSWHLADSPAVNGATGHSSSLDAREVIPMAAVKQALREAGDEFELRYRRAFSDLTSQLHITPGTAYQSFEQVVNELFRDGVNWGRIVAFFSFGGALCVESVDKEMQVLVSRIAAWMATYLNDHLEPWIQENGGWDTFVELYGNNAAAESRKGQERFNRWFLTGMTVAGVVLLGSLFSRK
Bim-Bcl-B = disrupts Bim peptide binding to human Bcl-B; bead-based flow cytometry; Q9HD36; inhibition, % at 10 µM; AID 951; 0.073% of 190,000 active;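 also: 0% = tracer peptide without compound and 100% = reference inhibitor peptide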
Rac1 wt GTP bind = human Rac1 wildtype GTP binding, inhibitors and activators | GST-Rac1 beads, fluorescent GTP binding, flow cytometry; actives lie on both sides; 0 = cold GTP competed, 100 = untreated | GTP binding activity (% of control), % at 10 µM | AID 757 | P63000 | 0.27% of 190,000 active;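 active = GTP binding activity at least 20 points away from the 100% control level, either lower or higher; inconclusive = compound flagged as likely green fluorescent, judged across all proteins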
Rab7 wt GTP bind = modulators of GTP binding to dog Rab7 wildtype GTPase | GST-Rab7 beads, fluorescent GTP binding, flow cytometry; actives lie on both sides; untreated = 100%, excess cold GTP = 0% | GTP binding activity (percent of control), % at 10 µM | 0.055% of 190,000 active | AID 758;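 active = fluorescent GTP binding to Rab7 beads changed by at least 20 points from the 100% baseline, either direction, mostly lower; inconclusive = compound itself probably fluorescent, or too few beads counted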;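 also: median green fluorescence of bound Bodipy-FL-GTP per Rab7 bead population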
Cdc42 wt = human Cdc42 wildtype GTP binding change, either direction. P60953. GST-Cdc42 beads, Bodipy-GTP binding, flow cytometry; actives lie on both sides. percent activity (GTP binding), % at 10 µM. 0.2% of 190,000 active;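 active = percent activity GTP binding at least 20 points away from the 100% baseline, either down as inhibitor or up as activator; inconclusive = compound flagged as likely green fluorescent from well-wide comparison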;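 also: median bead fluorescence of bound Bodipy-FL-GTP at 100 nM; 0% = excess unlabeled GTP control and 100% = no compound control; below 100% means less GTP binding so inhibitor and above means activator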
Bim-Bcl-2 = disrupts Bim peptide binding to human Bcl-2; P10415; Bead-based flow cytometry, Bim peptide-Bcl-2 binding; inhibition, % at 10 µM; 0.06% of 190,000 active; AID 950; in the data active = inhibition above about 40%; inconclusive = no clear call, values can overlap the other calls;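 also: 0% = no compound wells with probe peptide and 100% = reference peptide inhibitor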
Target sequence (P10415 whole entry, looked up): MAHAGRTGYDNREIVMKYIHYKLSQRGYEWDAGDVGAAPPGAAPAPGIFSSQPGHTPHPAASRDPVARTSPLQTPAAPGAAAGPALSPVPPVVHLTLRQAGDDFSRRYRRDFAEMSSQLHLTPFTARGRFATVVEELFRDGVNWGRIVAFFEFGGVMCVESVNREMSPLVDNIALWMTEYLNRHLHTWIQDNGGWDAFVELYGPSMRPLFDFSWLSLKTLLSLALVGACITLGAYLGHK
Rab2 wt GTP = changes GTP binding to wildtype dog Rab2A, up or down. GTP binding activity, % at 10 µM. 0.19% of 190,000 active. P61105. GST-Rab2 wt beads, Bodipy-GTP binding, flow cytometry;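 active = GTP binding activity at least 20 points away from 100%, either lowered or raised; inconclusive = signal likely due to the compound's own green fluorescence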;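 also: 0% = beads with excess unlabeled GTP and 100% = no-compound control corrected for plate trend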
Rac1 act GTP bind = modulators of GTP binding to human Rac1 activated mutant; P63000; GST-Rac1 activated beads, fluorescent GTP binding, flow cytometry; actives lie on both sides; 100% means binding = to untreated wells; percent activity (GTP binding), % at 10 µM; AID 764; 0.11% of 190,000 active;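 active = GTP binding at least 20 percentage points away from the 100% baseline, in either direction, so actives lie on both sides; inconclusive = Compound likely fluorescent itself, or too few beads counted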
Bcl-W Bim block = disrupts Bim peptide binding to human Bcl-W; bead-based flow cytometry; inhibition, % at 10 µM; 0.02% of 190,000 active;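 also: 0% = bound tracer without compound and 100% = peptide blocker; higher means less fluorescent Bim peptide bound to Bcl-W beads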
Target sequence (Q92843 whole entry, looked up): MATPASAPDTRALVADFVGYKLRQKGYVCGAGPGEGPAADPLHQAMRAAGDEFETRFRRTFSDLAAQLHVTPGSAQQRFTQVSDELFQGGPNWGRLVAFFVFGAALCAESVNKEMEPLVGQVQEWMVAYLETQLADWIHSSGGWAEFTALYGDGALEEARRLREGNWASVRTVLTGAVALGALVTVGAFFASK
* = called active by the depositor; ? = inconclusive; nt = not tested or not shown. Rule as the data show it, unless noted: active = inhibition above about 40%.

SMILES | Bfl-1 Bim block | HRas wt GTP | Bim-Bcl-XL | Bim-Bcl-B | Rac1 wt GTP bind | Rab7 wt GTP bind | Cdc42 wt | Bim-Bcl-2 | Rab2 wt GTP | Rac1 act GTP bind | Bcl-W Bim block
Cc1cccc(C)c1OCC(=O)OC/C(O)=C(\C#N)c1nc2ccccc2[nH]1 | -9 | 97 | -3 | -4 | 100 | 98 | 98 | -5 | 97 | 97 | -4
C=CCn1c(=O)c2c3c(sc2n2c(Nc4ccccc4)nnc12)CCCC3 | -12 | 99 | -4 | -12 | 102 | 96 | 98 | -7 | 96 | 98 | -1
CCCC(=O)Nc1cc(C(=O)O)ccc1Sc1ccc(C)cc1 | 5 | 93 | -2 | 2 | 90 | 97 | 89 | 1 | 95 | 91 | 3
CCc1ccc(S(=O)(=O)NC(=S)NC2CCCCC2)cc1 | -7 | 96 | -2 | -4 | 96 | 104 | 94 | 0 | 97 | 90 | 0
Cc1ccc(-c2nc3ccccc3[nH]2)cc1NC(=O)c1sc2ccccc2c1Cl | -4 | 96 | -1 | -1 | 96 | 98 | 97 | 1 | 97 | 96 | 2
CCC1(CC)Cc2ccccc2-c2nc(CN3CCOCC3)[nH]c(=O)c21 | -2 | 102 | 2 | 0 | 106 | 102 | 100 | 1 | 100 | 99 | -2
CS(=O)(=O)N1CCC(NC(=O)Cc2ccccc2)CC1 | -14 | 102 | 2 | -9 | 102 | 99 | 101 | -9 | 102 | 97 | -2
Clc1nc2ccccc2cc1/C=N/Nc1nc2ccccc2[nH]1 | 69* | 96 | 58* | 94* | 100 | 100 | 99 | 93* | 97 | 95 | 58*
Cc1cccc2cc(C#N)c(SCC(=O)Nc3ccccc3N3CCOCC3)nc12 | -3 | 95 | -3 | -10 | 102 | 93 | 97 | -3 | 94 | 96 | -3
CCc1ccc2[nH]c(=O)c(CN(CCN(C)C)C(=O)Nc3ccccc3)cc2c1 | -2 | 102 | -4 | -2 | 105 | 99 | 105 | -2 | 102 | 101 | -2
O=C(Nc1cccc2c1C(=O)NC2=O)c1cccc(N2C(=O)CCC2=O)c1 | -2 | 96 | -1 | 3 | 97 | 95 | 96 | 0 | 95 | 94 | 0
Cc1ccc(NC(=O)CSCC#N)cc1Cl | -3 | 102 | -5 | -12 | 104 | 101 | 105 | -11 | 101 | 102 | -1
COc1cc(NC(=S)N2CCN(C/C=C/c3ccccc3)CC2)cc(OC)c1 | -6 | 103 | -15 | -4 | 104 | 101 | 101 | -3 | 103 | 100 | -9
C/C(N)=C(/C#N)C(=O)COC(=O)c1cc(C)n(-c2ccc(F)cc2)c1C | -1 | 100 | -5 | -3 | 98 | 102 | 100 | -3 | 98 | 97 | -3
COc1ccc(-n2c3c(c(=O)[nH]c2=O)C(NC(=O)c2ccncc2)(C(F)(F)F)C(=O)N3)cc1 (stereo not given) | -4 | 101 | 0 | -3 | 99 | 101 | 95 | -2 | 97 | 95 | 0
Cc1cccc(CSc2nnc(-c3ccccn3)n2N)c1 | -11 | 97 | 0 | -6 | 101 | 99 | 97 | -12 | 99 | 98 | -1
CC(C)(C)OC(=O)N1CCC[C@H]1c1nnc(SCc2ccc(Cl)cc2Cl)o1 | -2 | ? | 0 | -2 | ? | ? | ? | 0 | ? | ? | -1
CCC(=O)NC(=S)Nc1ccc(NC(=O)COc2ccccc2)cc1 | 5 | 100 | 0 | 1 | 102 | 100 | 102 | 5 | 102 | 99 | 1
Cn1c(=O)c2c(ncn2CC(=O)N(Cc2ccccc2)c2ccccn2)n(C)c1=O | 1 | 103 | -1 | 1 | 98 | 98 | 100 | 1 | 102 | 101 | -1
C1CCN=C(Nc2nc3c(s2)CCCC3)CC1 | -4 | 102 | -2 | 0 | 100 | 98 | 102 | 1 | 101 | 101 | 0
CCOCCCNC(=S)N1CCCC(c2nc3ccc(C)cc3[nH]2)C1 (stereo not given) | 0 | 100 | 0 | -9 | 104 | 99 | 100 | 1 | 100 | 98 | 4
Cc1ccc(Nc2nc(-c3ccncc3)cs2)cc1 | -3 | 95 | -3 | -4 | 98 | 96 | 96 | -2 | 97 | 98 | -5
Cc1cc(C2(c3ccc(O)c(C)c3)OC(=O)c3ccccc32)ccc1O | -5 | 101 | -5 | 0 | 104 | 100 | 103 | -6 | 100 | 97 | -4
C=CCOn1c(=O)c(C)[n+]([O-])c2ccccc21 | 2 | 98 | 1 | 0 | 108 | 91 | 100 | -4 | 97 | 100 | 0
CCCN1C(=O)/C(=c2\sc3nc(=O)c(Cc4ccc(C)cc4)nn3c2=O)c2ccccc21 | -3 | 98 | -1 | -5 | 97 | 102 | 93 | -2 | 95 | 92 | -4
CCCn1c(NC(=O)c2ccccc2Br)nc2ccccc21 | 6 | 97 | 1 | 3 | 101 | 101 | 98 | 2 | 98 | 96 | -1
CC(=NCCCn1ccnc1)c1c(-c2ccccc2)[nH]n(-c2nc3ccccc3s2)c1=O | -11 | 102 | -4 | -8 | 108 | 100 | 101 | -10 | 100 | 100 | 3
COc1ccc(Nc2nc(N3CCCC3)nc(N3CCCC3)n2)c(OC)c1 | -9 | 100 | -3 | -6 | 102 | 99 | 103 | -10 | 100 | 99 | 0
Cc1cc(N2CCOCC2)nc2ccc(NC(=S)N3CCCCC3C)cc12 (stereo not given) | 24 | 94 | -4 | -5 | 89 | 96 | 92 | -2 | 98 | 90 | -5
Cc1ccc(C(c2nnnn2C(C)(C)C)N(Cc2ccco2)Cc2cccs2)cc1 (stereo not given) | 0 | 100 | -4 | -2 | 104 | 95 | 100 | -1 | 97 | 96 | -1
COc1ccc2c(c1)CCc1c(C(=O)N3CCOCC3)noc1-2 | 0 | 104 | -7 | 0 | 105 | 99 | 103 | 0 | 103 | 101 | -1
CCOc1ccc(N(CC(=O)Nc2ccccc2C(=O)N2CCOCC2)S(=O)(=O)c2ccc(F)cc2)cc1 | -5 | 99 | -5 | -4 | 105 | 99 | 102 | -3 | 100 | 101 | -4
Cc1ccc(NC(=O)COC(=O)CCc2nc3ccccc3n2-c2ccccc2)c(C)c1 | -2 | 98 | -5 | -8 | 103 | 99 | 101 | 3 | 98 | 98 | -4
CCc1ccccc1N(C(=O)c1cccs1)C1C=CS(=O)(=O)C1 (stereo not given) | -13 | 103 | -5 | -3 | 104 | 102 | 104 | -12 | 100 | 101 | 2
COc1cccc(C(=O)O/N=C(\N)c2ccc([N+](=O)[O-])cc2)c1OC | 0 | 102 | 0 | -1 | 102 | 102 | 103 | 0 | 101 | 100 | 0
CN(Cc1ccccc1)c1nc2c(c(=O)[nH]c(=O)n2C)n1C | nt | 100 | nt | nt | 102 | 104 | 99 | ? | 100 | 99 | nt
CCN(CC)C(=O)c1sc(NC(=O)c2cccnc2)c(C(=O)OC)c1C | 0 | 97 | -5 | -5 | 101 | 95 | 100 | -1 | 96 | 98 | -2
Cc1ccc(NC(=S)NNC(=S)Nc2ccc(C)cc2C)cc1 | 0 | 94 | -5 | -9 | 95 | 94 | 94 | -1 | 94 | 93 | -2
COc1ccc(N2CCN(C(=O)C(CCSC)N=C3NS(=O)(=O)c4ccccc43)CC2)cc1 (stereo not given) | -8 | 95 | 0 | -1 | 93 | 97 | 98 | -2 | 95 | 93 | -1
COc1ccccc1CN1C(=O)[C@@H]2C(CC(N)=O)NC3(C(=O)Nc4c3ccc(Cl)c4C)[C@@H]2C1=O (stereo not given in full) | 0 | 103 | 0 | 1 | 99 | 96 | 102 | 0 | 102 | 98 | 0
O=C(CCN1CCN(CCO)CC1)Nc1ccc(OCc2ccccc2)cc1 | -12 | 100 | -4 | -8 | 100 | 97 | 98 | -11 | 96 | 95 | -3
N/C(=N\OC(=O)C1CCCCC1)c1ccncc1 | -6 | 97 | -2 | -6 | 97 | 104 | 97 | -3 | 100 | 97 | 1
O=C(/C=C/c1ccccc1)C1=C(O)C(=O)N(CCO)C1c1ccc2c(c1)OCO2 (stereo not given) | -4 | 93 | -1 | -2 | 96 | 92 | 89 | -2 | 93 | 90 | -2
CCCCn1nc(C(=O)N[C@@H](CCSC)c2nc3ccccc3[nH]2)c2ccccc2c1=O | -4 | 104 | 0 | -5 | 104 | 102 | 102 | -3 | 102 | 103 | -4
Cc1noc(C)c1COc1ccc(C(=O)OCC(=O)NC(=O)C2COc3ccccc3O2)cc1 (stereo not given) | -24 | 100 | -13 | -13 | 102 | 96 | 101 | -20 | 98 | 102 | -12
Cc1ccc(C(OCC(O)CN2CCCCC2CO)c2ccccc2)cc1 (stereo not given) | -6 | 98 | -1 | -3 | 99 | 103 | 98 | -2 | 99 | 96 | 0
N/C(=N\OC(=O)Cc1ccc(-c2ccccc2)cc1)c1cccnc1 | 2 | 97 | 5 | 0 | 104 | 98 | 98 | 1 | 100 | 98 | 4
c1ccc(CCc2nc3ccccc3[nH]2)cc1 | -8 | 99 | -1 | -5 | 99 | 103 | 97 | -3 | 98 | 93 | -2
CC(NCc1ccc(S(N)(=O)=O)cc1)C(=O)Nc1cc([N+](=O)[O-])ccc1Cl (stereo not given) | -7 | 95 | -3 | -5 | 96 | 93 | 97 | -5 | 97 | 97 | -1
CCOC(=O)N/N=C/C=C/c1ccccc1 | -3 | 102 | -7 | -8 | 105 | 96 | 102 | -3 | 102 | 101 | -4

Later entries
SMILES | Bfl-1 Bim block | HRas wt GTP | Bim-Bcl-XL | Bim-Bcl-B | Rac1 wt GTP bind | Rab7 wt GTP bind | Cdc42 wt | Bim-Bcl-2 | Rab2 wt GTP | Rac1 act GTP bind | Bcl-W Bim block
CN=C1SC(C(=O)O)CC(=O)N1C (stereo not given) | -8 | 103 | -3 | -7 | 106 | 105 | 102 | -5 | 102 | 101 | 1
CCN(C(=O)COc1cccnc1[N+](=O)[O-])C1CCS(=O)(=O)C1 (stereo not given) | 0 | 99 | -4 | -3 | 98 | 103 | 96 | 1 | 98 | 98 | 0
Cc1ccc(-c2nc(CSCC(=O)N3CCOCC3)c(C)o2)cc1 | -1 | 109 | -1 | -2 | 107 | 108 | 108 | 0 | 109 | 102 | -3
O=C(c1ccncc1)c1ccc(Br)cc1 | -12 | 100 | -13 | -9 | 97 | 97 | 100 | -7 | 97 | 96 | -4
O=C1c2ccccc2C(Nc2ccc3c(c2)OCO3)N1Cc1ccco1 (stereo not given) | 10 | 102 | 0 | -4 | 105 | 102 | 100 | 0 | 102 | 100 | 10

Assay outcomes: PubChem, NMMLSC
